Mtb UGM inh – blocks M. tuberculosis UGM enzyme; 0.06% of 320,000 active; AID 504406; inhibition, % at 10 µM; purified UGM, fluorescence polarization probe displacement; P9WIQ1; in the data active = inhibition above about 10%, passing the limit was not always enough; inconclusive = no clear call, values can overlap the other calls
FadD28 FP inh – inhibitors of Mycobacterium tuberculosis FadD28 bisubstrate binding | 0.22% of 360,000 active | AID 588549 | FadD28 bisubstrate probe binding, fluorescence polarization | inhibition, % at 12.5 µM; in the data active = inhibition above about 8.5%, passing the limit was not always enough; inconclusive = no clear call, values can overlap the other calls
PrPC TRFRET – inhibitors of human cell surface prion protein PrPC | P04156 | TR-FRET read-out | inhibition, % at 13.8 µM | 0.43% of 370,000 active | AID 720596; in the data active = inhibition above about 24%; also: 0% = median of the test wells and 100% = reference compound wells
MazEF act – increases E. coli MazEF RNase cleavage of RNA; FAM/BHQ RNA-DNA oligo cleavage fluorescence, 5 h; activation, % at 20 µM; 0.32% of 350,000 active; AID 504720; in the data active = activation above about 50%
Target sequence (P0AE70 whole entry, looked up): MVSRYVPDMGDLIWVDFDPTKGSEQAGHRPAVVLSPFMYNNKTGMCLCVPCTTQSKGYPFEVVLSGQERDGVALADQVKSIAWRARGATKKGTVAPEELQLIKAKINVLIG
Rv3671c protease – inhibitors of M. tuberculosis serine protease Rv3671c | inhibition, % at 5.96 µM | 0.048% of 320,000 active | AID 2606; in the data active = inhibition above about 38%;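 also: extracellular domain of Rv3671c used as enzyme; 0% = enzyme with DMSO and 100% = no enzyme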
Target sequence (P9WHR9 whole entry, looked up, the tested form may be a part): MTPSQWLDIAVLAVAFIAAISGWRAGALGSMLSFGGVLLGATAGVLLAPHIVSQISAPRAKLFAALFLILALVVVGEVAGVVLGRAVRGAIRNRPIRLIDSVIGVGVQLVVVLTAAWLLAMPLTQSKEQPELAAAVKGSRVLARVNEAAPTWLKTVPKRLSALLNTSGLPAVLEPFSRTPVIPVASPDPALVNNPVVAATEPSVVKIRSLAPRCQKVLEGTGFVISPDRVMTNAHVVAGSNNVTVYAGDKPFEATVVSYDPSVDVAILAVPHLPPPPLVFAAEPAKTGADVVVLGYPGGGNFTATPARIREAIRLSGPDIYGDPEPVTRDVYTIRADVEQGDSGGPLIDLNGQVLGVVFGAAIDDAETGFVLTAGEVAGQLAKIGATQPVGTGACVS
GDH-TPI counter – inhibits GDH-TPI coupling enzymes, artifact for Mtb FBA screen | inhibition, % at 4.8 µM | 1.2% of 360,000 active | GDH-TPI coupled enzyme counterscreen, NADH absorbance | AID 588335; in the data active = inhibition above about 30%;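 also: 0% = DMSO wells and 100% = wells lacking the enzyme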
Mtb FBA inh – Mtb fructose-bisphosphate aldolase inhibition. 2.3% of 360,000 active. AID 588726. purified M. tuberculosis FBA, fluorescence read-out. P9WQA3. inhibition, % at 1 µM; in the data active = inhibition above about 27%;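 also: 0% = vehicle and 100% = reference inhibitor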
Target sequence (P9WQA3 whole entry, looked up): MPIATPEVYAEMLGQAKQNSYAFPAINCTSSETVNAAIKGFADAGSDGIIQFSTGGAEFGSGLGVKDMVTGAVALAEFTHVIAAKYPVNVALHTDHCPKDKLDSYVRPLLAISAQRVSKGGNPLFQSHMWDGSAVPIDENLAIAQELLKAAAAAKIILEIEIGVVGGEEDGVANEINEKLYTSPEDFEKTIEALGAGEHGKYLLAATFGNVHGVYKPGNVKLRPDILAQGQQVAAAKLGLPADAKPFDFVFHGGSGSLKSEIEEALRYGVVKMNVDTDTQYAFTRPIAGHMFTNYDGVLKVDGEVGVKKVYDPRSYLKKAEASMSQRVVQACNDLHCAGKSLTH
BioA inh – inhibitors of Mycobacterium tuberculosis BioA enzyme. AID 602481. 0.096% of 360,000 active. purified M. tuberculosis BioA enzyme, plate reader. inhibition, % at 9.99 µM; in the data active = inhibition above about 40%; inconclusive = no clear call, values can overlap the other calls
BoNT-F LC inh – BoNT F light chain protease inhibition | 0.22% of 360,000 active | Multiplex microsphere protease cleavage assay, flow cytometry | inhibition, % at 10 µM | AID 588497; in the data active = inhibition above about 35%, passing the limit was not always enough; inconclusive = no clear call, values can overlap the other calls; also: plate controls were buffer without enzyme for full effect and enzyme alone for no effect
* hit, by the source's call; ? = inconclusive; · = no result given.

cpd	structure	MazEF act	Mtb FBA inh	FadD28 FP inh	GDH-TPI counter	Rv3671c protease	BioA inh	Mtb UGM inh	BoNT-F LC inh	PrPC TRFRET
1	Cc1oc(-c2ccc(F)cc2)cc1-c1nn2c(-c3ccoc3C)nnc2s1	2	-4	1.0	6	1	-0.4	-0.4	10	-3
2	CN1CCN(NC(=O)CN2C(=O)S/C(=C\c3c(Cl)cccc3Cl)C2=O)CC1	0	-4	-1.0	4	-3	·	-2.2	1	-6
3	COc1ccc2cc(C(c3nnnn3C3CCCC3)N3CCCCCC3)c3nnnn3c2c1 (stereo not given)	0	3	-2.6	3	0	-0.6	-0.4	-19	-3
4	CC(CCc1ccccc1)NC(=O)COC(=O)c1ccccc1Br (stereo not given)	3	1	-3.4	-11	-4	-0.6	1.0	-16	0
5	C[C@]12CCC(=O)C=C1CC[C@@H]1C2[C@H](O)C[C@]2(C)C(=O)CCC12 (stereo not given in full)	0	2	-2.3	-4	2	1.0	3.8	-5	2
6	CC(=O)Nc1ccc(C(=O)COC(=O)c2cccs2)c(F)c1	8	2	-0.7	9	1	-6.1	1.1	-7	-10
7	Cc1ccc(NC(=O)CN(C)C(=O)c2cc(-c3ccco3)nc3ccccc23)cc1	0	19	?	11	-14	-1.5	1.0	12	3
8	CCOc1cccc(CNc2ccc(O)cc2)c1OCc1ccccc1Cl	-7	-2	-1.6	-4	-6	0.5	2.4	-9	-9
9	COc1cc(C(=O)NCCNc2nc3cc(C)ccc3cc2C#N)cc(OC)c1OC	5	13	-0.5	10	-3	-0.6	-0.3	14	-3
10	O=C(CSc1n[nH]c(=O)[nH]c1=O)NC1CC1	-1	-1	-2.3	-7	1	·	1.2	-7	-1
11	CC(C)C1Cc2c(sc3c2c(=O)n(-c2ccccc2)c2n[nH]c(=S)n32)CO1 (stereo not given)	-1	0	-1.5	3	3	·	0.8	-11	7
12	CCN(C(=O)CCS(=O)(=O)c1ccc(Br)cc1)c1ccc2c(c1)OCO2	-3	2	-2.7	9	1	6.8	-1.4	-1	9
13	N/C(=N\OC(=O)c1ccc(Cl)cc1)c1[nH]ncc1Br	2	-6	-3.2	-4	-9	-0.6	2.0	?	-3
14	Cn1nc(C(F)(F)F)cc1-c1ccc(/C=C(\C#N)C(=O)c2cccc(C(F)(F)F)c2)s1	730*	0	-1.6	-4	8	-0.5	1.3	·	-2
15	Cc1[nH]c2ccc(C(=O)NC3CCCC3)cc2c1C	0	4	-1.1	9	-2	0.7	-1.4	-10	2
16	CCC(=O)NC(c1ccco1)c1cc(Br)c2cccnc2c1O (stereo not given)	·	-4	0.3	13	·	-3.7	·	6	-2
17	COC(=O)C1(CC2CC(c3ccncc3)=NO2)CCN(C(=O)OC(C)(C)C)CC1 (stereo not given)	6	0	-3.6	6	-10	-0.2	0.7	-9	-1
18	CCOC(=O)C1CCCN(C(=O)c2cccc(N3C(=O)c4ccccc4C3=O)c2)C1 (stereo not given)	10	5	-1.1	2	-3	-2.1	0.1	-1	3
19	C#CCOCCOCCOCCNc1nc(N2CCN(C(=O)CCCCCCCCCCNC(=O)[C@H](CCCCN)n3cc(CCO)nn3)CC2)nc(N2CCN(C(=O)CCCCCCCCCCNC(=O)[C@H](CCCN=C(N)N)n3cc(C[C@@H](C)CC)nn3)CC2)n1	-48	-1	-12	2	-20	-1.1	2.4	-63	·
20	CCc1ccc(NC(=O)c2ccc(Cn3cc([N+](=O)[O-])cn3)cc2)cc1	8	2	-2.7	7	-5	-1.5	-0.4	-9	4
21	COC(=O)C(C(=O)OC)C(C[N+](=O)[O-])c1ccc(OC)cc1 (stereo not given)	10	-3	-1.3	6	3	·	1.3	11	-1
22	CCn1c(SCC(=O)N2CCCC2)nc2c1c(=O)n(C)c(=O)n2C	-2	4	0.4	5	0	1.6	3.5	-16	3
23	Cc1cccc(C)c1NC(=O)CNC(=O)CCNC(=O)c1ccco1	9	0	-3.9	11	-8	-1.2	-1.8	6	-2
24	CS(=O)(=O)N(CC(=O)Nc1ccccc1C(=O)N1CCOCC1)c1ccccc1	3	4	-2.2	4	10	-2.5	-0.1	-2	4
25	CCOCC(=O)Nc1nnc(COCC)s1	4	5	-3.4	-5	5	0.5	-2.4	?	-5
26	COc1ccccc1CC(=O)N1CCN(c2ccccc2F)CC1	-1	3	-1.7	13	0	-3.6	0.5	?	-4
27	COc1ccc(CCNC(=O)c2ccccc2C(=O)NCCc2ccc(OC)c(OC)c2)cc1OC	4	3	1.3	-1	-1	-1.1	-2.2	·	-3
28	CCOC(=O)NC1(C(F)(F)F)NC(=O)N(C2CCCCC2)C1=O (stereo not given)	6	-1	-3.7	2	9	·	-0.3	1	12
29	CCCOc1ccc(C(=O)CCC(=O)OC(C)C(=O)Nc2ccc(NC(C)=O)cc2)cc1 (stereo not given)	-3	4	-0.5	2	3	·	0.6	·	-2
30	CCOc1ccc(/C(O)=C2/C(=O)C(=O)N(CCCN3CCOCC3)C2c2ccc(C)cc2)cc1C (stereo not given)	-5	1	-4.5	-5	·	-0.7	3.2	-2	6
31	COc1ccc(NC(=O)CN(C)C(=O)C2CC(=O)N(CCc3ccc(OC)c(OC)c3)C2)cc1 (stereo not given)	6	-1	-3.0	1	·	-0.5	·	?	-6
32	O=C1C=C(c2ccccc2Oc2ccccc2)C[C@@H](c2ccc(F)cc2)C1	2	2	-1.6	14	·	-0.1	·	-2	11
33	O=C(Nc1cccc(Cl)c1)c1csc(-c2ccccc2)n1	-3	2	-5.2	13	-75	0.6	-0.1	-12	8
34	COc1ccc(OC)c(Cc2nnc(CCC(=O)NC3CCCCCCC3)o2)c1	8	4	·	0	0	3.6	-1.3	2	1
35	CC(CO)(CO)NC(=O)c1ccc(=O)[nH]n1	6	2	-4.6	9	-5	0.0	0.4	0	3
36	Cc1cc(Nc2ccc(Cl)cc2)nc(-c2ccccc2O)n1	17	2	0.6	2	·	-0.4	-1.0	-21	-2
37	COC(=O)C1CCN(S(=O)(=O)Cc2ccccc2)CC1	6	-4	-0.8	-1	7	-0.1	-3.7	4	-5
38	COc1cccc(OCc2cc(C(=O)N(C)Cc3nc(C)cs3)no2)c1	6	3	-2.9	-8	4	2.5	-1.0	-1	0
39	CCn1cc([N+](=O)[O-])c(C(=O)N2N=C(c3ccc(OC)cc3OC)CC2c2ccccc2O)n1 (stereo not given)	1	-1	-6.3	16	-4	-1.1	0.2	5	-6
40	COc1ccc(C(=O)NN(C)c2nc(C(F)(F)F)nc3ccccc23)cc1	6	-3	-3.1	5	-2	·	-1.0	-4	8

Compound profiles, as listed above. Screens in order: MazEF act, Mtb FBA inh, FadD28 FP inh, GDH-TPI counter, Rv3671c protease, BioA inh, Mtb UGM inh, BoNT-F LC inh, PrPC TRFRET
CCn1cc([N+](=O)[O-])c(C(=O)N2N=C(c3ccc(OC)cc3OC)CC2c2ccccc2O)n1 (stereo not given) reads 1, -1, -6.3, 16, -4, -1.1, 0.2, 5, -6
Cc1cccc(C)c1NC(=O)CNC(=O)CCNC(=O)c1ccco1 reads 9, 0, -3.9, 11, -8, -1.2, -1.8, 6, -2
COc1ccc(CCNC(=O)c2ccccc2C(=O)NCCc2ccc(OC)c(OC)c2)cc1OC reads 4, 3, 1.3, -1, -1, -1.1, -2.2, ·, -3
CS(=O)(=O)N(CC(=O)Nc1ccccc1C(=O)N1CCOCC1)c1ccccc1 reads 3, 4, -2.2, 4, 10, -2.5, -0.1, -2, 4

Later entries:
cpd	structure	MazEF act	Mtb FBA inh	FadD28 FP inh	GDH-TPI counter	Rv3671c protease	BioA inh	Mtb UGM inh	BoNT-F LC inh	PrPC TRFRET
41	O=C(NCc1cccs1)C(=O)NCC(c1ccco1)N1CCN(c2ccccc2F)CC1 (stereo not given)	-3	1	-1.9	3	-4	·	-1.5	0	2
42	N#CC1=C(N)Oc2cc(N)ccc2C1c1ccc(F)cc1 (stereo not given)	5	2	0.1	0	-4	0.8	-1.5	8	-5
43	Cc1ccc(-c2cc(-c3ccccc3)cc(-c3ccccc3)[n+]2-c2ccccc2)cc1	24	10	-3.2	7	10	10	-0.5	5	27*
44	O=C(COc1ccccc1)N1CCN=C1SCc1ccccc1	-3	0	-2.5	-4	6	·	0.0	-6	5
45	Cc1cc(=O)c(C(=O)O)nn1-c1ccccc1F	11	-1	-2.8	-12	-2	1.3	1.4	6	-10
46	CCOc1cc(/C=C2\C(=N)N3N=C(N4CCCCC4)SC3=NC2=O)ccc1OC(=O)c1ccco1	0	4	4.9	20	11	2.0	-2.4	-1	3
47	Cc1ccc(NC(=O)/C(=C\C=C\c2ccccc2)NC(=O)c2ccccc2)cc1	2	0	-1.8	51*	-16	-1.9	-0.8	-2	-4
48	O=C(NC1CCCC1)C(c1ccncc1)N(CCCN1CCOCC1)C(=O)c1ccc(-c2ccccc2)[nH]1 (stereo not given)	1	1	-4.7	3	-2	1.3	1.9	-6	-10
49	CC1(C)C2CCC1(CS(=O)(=O)Nc1cccc(S(N)(=O)=O)c1)C(=O)C2 (stereo not given)	4	2	-2.9	-6	-1	-0.1	0.6	?	-1
50	Cc1ccc(C)c(-c2cc(C(=O)Nc3cccc(C(=O)O)c3)c3ccccc3n2)c1	5	5	-7.4	0	0	·	0.4	0	9
51	CN(C(=O)COC(=O)c1nc(Cl)ccc1Cl)c1ccccc1	-2	1	-0.5	2	-15	0.7	0.5	-10	6
52	O=C(CNC(=S)N(Cc1ccccc1F)C1CCCCC1)NCCN1CCOCC1	7	-2	-0.5	7	9	-1.4	-6.3	-10	-2
53	CC(C)C[C@@H](CN1CCCC1CN1C(=S)NC[C@@H]1Cc1ccc(O)cc1)N1C[C@H](Cc2ccc(O)cc2)N(CC2CCCCC2)C1=S (stereo not given in full)	-12	0	-4.1	-1	·	-1.9	·	0	-4
54	COc1ccc(-n2nnnc2C(c2ccccc2OC(F)(F)F)N2CCC(n3c(=O)[nH]c4ccccc43)CC2)cc1 (stereo not given)	·	-3	-3.2	·	·	-2.7	·	-5	-4
55	CC(C)(C(=O)N1CCC1(C)C(=O)Nc1ccccc1Br)c1ccccc1 (stereo not given)	·	1	-1.1	4	·	-0.4	·	2	1
56	CCOC(=O)c1c(S(=O)(=O)Nc2cccc(Cl)c2)c(C)n(C)c1C	-8	0	-1.8	7	-18	-0.6	0.0	17	3
57	CCOC(=O)c1cnc2c(cnn2C)c1NCCC#N	6	3	-2.2	-7	3	2.6	1.5	7	3
58	CCOc1ccc(NC(=O)Nc2ccc(N(C)C(C)=O)cc2)cc1	9	5	3.1	-5	-2	0.3	0.7	-6	5
59	N#CCC(=O)Nc1ccc(C(=O)NCc2ccccn2)cc1	-2	27*	-1.3	-1	-2	·	-1.5	0	1
60	COc1cccc(Nc2nc(-c3ccc(O)cc3)cs2)c1	7	-1	3.7	12	-6	0.9	-3.3	-14	3
